# PriA SSB inh – inhibitors of Klebsiella pneumoniae PriA binding to SSB C-terminal tail; AlphaScreen SSBct-PriA binding, biotinylated peptide; inhibition, % at 33 µM; 430,000 tested, 0.6% active; AID 1272365; in the data active means inhibition mostly above about 37%, no sharp cut-off; inactive means mostly below about 20%;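 further: plate controls were negative control peptide for no effect and reference peptide for full effect; strong numbers were not always called active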
# The depositor's hits bear a star; & = joins results of further samples. The list is partial; the hit share may differ from the screen's.
Cc1cc(C(F)(F)F)nc(CCNC(=O)c2ccc3nsnc3c2)n1
  PriA SSB inh = -20.0

O=C(NN=Cc1ccco1)c1cc(-c2ccc3ccccc3c2)n[nH]1
  PriA SSB inh = -2.1

O=C(NCCCS(=O)(=O)N1CCN(c2ncccn2)CC1)c1n[nH]c2ccccc12
  PriA SSB inh = -12.0

CC(C)C(=O)Nc1nnc(-c2cccs2)o1
  PriA SSB inh = -18.0

Cc1nnc(C2CCN(C(=O)c3cc(-c4ccc(F)cc4)n[nH]3)CC2)s1
  PriA SSB inh = -3.0

O=C(COc1cccc2ccc(N3CCN(c4ccccc4)CC3)nc12)NC[C@H]1CCCO1
  PriA SSB inh = -14.0

CC(C)(C)NC(=O)C(=O)NN=Cc1ccc(F)cc1
  PriA SSB inh = 2.6

CN1CCCc2cc(CCNC(=O)c3ccc(C(F)(F)F)cc3)ccc21
  PriA SSB inh = -2.0

CCC(=O)N1CCN(c2ccc(-c3ccc(C)c(C)c3)nn2)CC1
  PriA SSB inh = -22.0&-13.0

COc1cccc2cc(C(=O)Nc3cccc(C)n3)oc12
  PriA SSB inh = 0.0

O=C([C@@H]1CCCN1S(=O)(=O)c1cccs1)N(CCn1cccn1)c1nc2ccccc2s1
  PriA SSB inh = 11.0

Cc1nc(-c2ccc(S(=O)(=O)N3CC(n4cc(CN5CCCC5=O)nn4)C3)cc2)co1
  PriA SSB inh = 7.0

COCCn1c(=NC(=O)Cc2ccc(C(C)C)cc2)sc2cccc(F)c21
  PriA SSB inh = -21.0

COC(=O)Cn1cnc2c(-c3cccc(Cl)c3)csc2c1=O
  PriA SSB inh = -3.0

Cc1ccc(NC(=O)C2(c3cccs3)CCOCC2)c(C)c1
  PriA SSB inh = -17.0

O=C(Nc1ccc(S(=O)(=O)Nc2nccs2)cc1)c1ccc(S(=O)(=O)N2CCCc3ccccc32)cc1
  PriA SSB inh = -8.0&-7.0

Nc1cccc(-c2ccc3nnc(-c4ccncc4)n3n2)c1
  PriA SSB inh = -6.0

O=C(NCCCn1nc(-c2ccc(F)cc2)ccc1=O)c1cc2ccccc2oc1=O
  PriA SSB inh = -19.0

COc1cccc(C(=O)N2CCN(c3nc(C)cc(N4CCOCC4)n3)CC2)c1OC
  PriA SSB inh = -14.0

Cc1cc(C)cc(N2C(=O)C3N=NN(c4ccc(C)c(C)c4)C3C2=O)c1 (configuration not stated)
  PriA SSB inh = -11.0

Cc1ccc(C)c(S(=O)(=O)N2CCC[C@@H]2CNC(=O)C(=O)NCCCN2CCOCC2)c1
  PriA SSB inh = -5.0

O=C(CCc1csc(NC(=O)c2ccc(=O)[nH]c2)n1)NCC1CCCCC1
  PriA SSB inh = 14.0

O=C(Cn1cnc(-c2ccccc2)cc1=O)N1CCN(C(=O)c2ccco2)CC1
  PriA SSB inh = -13.0

O=C(CSc1ccc(-c2cccs2)nn1)Nc1nccs1
  PriA SSB inh = -23.0&-4.0

CCOC(=O)c1ccccc1NC(=O)CSc1ccc(-c2ccc3c(c2)OCO3)nn1
  PriA SSB inh = -4.0

O=C(CSc1ncc(-c2ccc(Cl)c(Cl)c2)n1Cc1ccccc1)Nc1nccs1
  PriA SSB inh = -6.0

CNC(=O)C(C#N)=c1sc(=CC(=O)OC)c(=O)n1-c1ccccc1
  PriA SSB inh = -14.9

O=C(NCC(O)(c1ccccc1)C1CC1)C(=O)Nc1ccccc1C(F)(F)F (configuration not stated)
  PriA SSB inh = -11.0

Cc1ccc(NC(=O)C(=O)NC2CCCC2)cc1C
  PriA SSB inh = -18.0

O=C(CSc1nnc(CNC(=O)c2ccccc2)n1-c1ccc(Br)cc1)Nc1nc2ccccc2s1
  PriA SSB inh = -2.0

CSc1ccc(C2C(C(=O)Nc3ccccc3)C(C)Nc3ncnn32)cc1 (configuration not stated)
  PriA SSB inh = -9.0

O=C(CCN1C(=O)c2ccccc2S1(=O)=O)Nc1ccc(S(=O)(=O)Nc2nccs2)cc1
  PriA SSB inh = -3.0

COc1ccc(-c2ccc(=O)n(CCCNC(=O)c3ccc(S(N)(=O)=O)cc3)n2)cc1
  PriA SSB inh = -11.0

CN(C)S(=O)(=O)N1CCC(N2CC[C@H](O)C2)CC1
  PriA SSB inh = -23.0

O=C(CSCc1ccccc1)Nc1nnc(SCc2c(F)cccc2Cl)s1
  PriA SSB inh = 15.0

CN(N=Cc1cc(Cl)ccc1O)C1=NS(=O)(=O)c2ccccc21
  PriA SSB inh = -3.3

CC(C)N1CCC(CNC(=O)C(=O)Nc2ccc(F)cc2F)CC1
  PriA SSB inh = -16.0

Cc1ccc(C)c(S(=O)(=O)N2CC(c3nc(Cc4cccs4)no3)C2)c1
  PriA SSB inh = -28.0

Cn1c(C2CCN(S(C)(=O)=O)CC2)nn(CC(=O)Nc2ccccc2)c1=O
  PriA SSB inh = -2.0

Cn1c(=O)c2sccc2n2c(SCc3c(F)cccc3Cl)nnc12
  PriA SSB inh = -5.0

N#C/C(=C/c1ccc(-c2ccc(F)cc2)o1)C(=O)N1CCOCC1
  PriA SSB inh = 11.0

O=S(=O)(c1cccnc1)N1CCC(c2ccsc2)CC1
  PriA SSB inh = -1.0

COc1cc(C)c(C)cc1S(=O)(=O)NC[C@]1(OC)CCSC1
  PriA SSB inh = 5.0

O=C(NCc1cnn2c1CCCC2)Nc1ccccc1Cl
  PriA SSB inh = -4.0

CCc1ccccc1-n1nc(-c2ccc(Cl)cc2)c2cnc3ccc(OC)cc3c21
  PriA SSB inh = -9.0

Cc1ccc(C(O)=C2C(=O)C(=O)N(CCN3CCOCC3)C2c2cccnc2)cc1 (configuration not stated)
  PriA SSB inh = 5.0

COCCNC(=O)c1cn(C)nc1OC
  PriA SSB inh = 0.0

CCSc1ccccc1C(=O)N1CCC(Oc2nc3c(F)cc(F)cc3s2)CC1
  PriA SSB inh = -8.0

CCOc1ccc(N2CCn3c2nnc(C(=O)NCc2cccnc2)c3=O)cc1
  PriA SSB inh = -75.0&-1.0

O=C(Nc1sc2c(c1-c1nc3ccccc3s1)CCCC2)c1sc2ccccc2c1Cl
  PriA SSB inh = -11.0

O=C(NCCn1ncccc1=O)[C@@H]1COc2ccccc2O1
  PriA SSB inh = -5.0

CN1CCN([C@@H](CNC(=O)C(=O)NCc2ccccc2F)c2ccc3c(c2)OCO3)CC1
  PriA SSB inh = -16.0

O=C(NCc1cc(-c2ccc(Cl)cc2)on1)c1cc2ccccc2oc1=O
  PriA SSB inh = -6.0

CC(C)CS(=O)(=O)C1CN(C(=O)COc2cccc3c2OC(C)(C)C3)C1
  PriA SSB inh = -18.0

O=C(Nc1nc(CN2CCc3ccccc3C2)cs1)c1ccc(F)cc1F
  PriA SSB inh = -3.0

CCc1[nH]nc(S(=O)(=O)NCc2ccccc2C(F)(F)F)c1C(=O)OC
  PriA SSB inh = 1.0

CN(C)S(=O)(=O)N1CCc2nc(NC(=O)c3cccn(C)c3=O)sc2C1
  PriA SSB inh = -8.0

Cc1[nH]c(=O)[nH]c(=O)c1CCc1nnc(SCC(N)=O)o1
  PriA SSB inh = 3.0

O=C(Nc1nc2ccccc2s1)c1ccc(=O)n(Cc2cccc([N+](=O)[O-])c2)c1
  PriA SSB inh = -2.0

O=C(Nc1ccc2c(c1)OCCO2)C(=O)c1cn(CC(=O)N2CCCC2)c2ccccc12
  PriA SSB inh = -4.0

COc1ccc2c(CC(=O)NCC3CCCO3)cc(=O)oc2c1 (configuration not stated)
  PriA SSB inh = 0.0

CC1(C)COc2ccc(NC(=O)c3ccc(Cl)cc3)cc2NC1=O
  PriA SSB inh = 24.0

O=C(c1csc(-c2cc3ccccc3[nH]2)n1)N1CCCCC1
  PriA SSB inh = -23.0

Cc1ccc2c(CC(=O)NCCCN3CCCC3=O)cc(=O)oc2c1
  PriA SSB inh = -3.0

Cc1ccc(-c2csc(NN=Cc3ccco3)n2)c(C)c1
  PriA SSB inh = 22.6

Cc1cc(C)c2nc(N(CCn3cccn3)C(=O)c3cc4ccccc4o3)sc2c1
  PriA SSB inh = -1.0

C[C@H]1CS(=O)(=O)N(c2cccc(C(=O)NCc3ccccc3F)c2)C1=O
  PriA SSB inh = -11.0

CC(C)(CNC(=O)COc1ccc(S(=O)(=O)N2CCOCC2)cc1)CNC(=O)COc1ccc(S(=O)(=O)N2CCOCC2)cc1
  PriA SSB inh = -4.0

O=C(c1cc(=O)c2ccccc2o1)N1CCN(c2ncnc3c2nnn3-c2ccccc2)CC1
  PriA SSB inh = -1.0

CNC(=O)c1ccsc1NC(=O)CSC(C)=O
  PriA SSB inh = -6.0

O=C(O)c1ccccc1-c1ccccc1C(=O)Nc1ccc(N=Nc2ccccc2)cc1
  PriA SSB inh = 0.0

CC(=O)C(C(=N)N1CCN(C(c2ccccc2)c2ccccc2)CC1)=C(C)O
  PriA SSB inh = 2.3

COc1cccc(C=Nn2nnnc2N)c1O
  PriA SSB inh = -6.8

O=C(NCc1cc(-c2ccc(Cl)cc2)on1)c1cccs1
  PriA SSB inh = 1.0

Cc1ccc(-c2nc(CSc3nc(C(F)(F)F)cc(=O)[nH]3)c(C)o2)cc1
  PriA SSB inh = -10.0&-10.0

O=C(Nc1cnc2ccnn2c1)C1CC=CCC1 (configuration not stated)
  PriA SSB inh = -3.0

COc1ccc2c(c1)[C@]13CCCC[C@@H]1[C@H](C2)N(C)CC3
  PriA SSB inh = 0.6

Cc1ccc2nc(NC(N)=NS(=O)(=O)c3ccc([N+](=O)[O-])cc3)nc(C)c2c1
  PriA SSB inh = 0.1

CCOc1cc(C=NN=C(N)c2nonc2N)cc(Br)c1OCc1ccc(Cl)cc1
  PriA SSB inh = -9.0

Cc1nnc(NC(=O)C2CN(C(=O)c3ccc4c(c3)OCO4)C2)s1
  PriA SSB inh = 0.0

O=C(Nc1nc(CCC(=O)N2CCCC2)cs1)c1ccc(=O)[nH]c1
  PriA SSB inh = -7.0

CC(=O)N(CCN(C)C)c1nc2c(C)cccc2s1
  PriA SSB inh = -3.0

Cc1noc(C)c1CC(=O)NCCn1cnc2ccsc2c1=O
  PriA SSB inh = -1.0

CCOc1ccccc1C(=O)NCC[C@H](O)c1ccoc1
  PriA SSB inh = -2.0

CCS(=O)(=O)C1CN(S(=O)(=O)CCC(F)(F)F)C1
  PriA SSB inh = -6.0

Cc1noc(C)c1CC(=O)NCc1ccc(C(=O)c2ccco2)s1
  PriA SSB inh = -17.0

Cc1ccccc1C(=O)NCCS(=O)(=O)N1CCN(c2ncccn2)CC1
  PriA SSB inh = 1.0

CCCc1cc(=O)[nH]c2nnc(SCC(=O)c3ccccc3)n12
  PriA SSB inh = -6.0

COc1ccc(CC(C)(O)CNC(=O)Nc2ccc(Cl)c(Cl)c2)cc1 (configuration not stated)
  PriA SSB inh = -25.0

COc1cc(C(O)=C(C#N)c2nc3ccccc3s2)cc(OC)c1OC
  PriA SSB inh = 0.0

CN(C)S(=O)(=O)c1ccc(C(=O)NCc2cc(-c3cc4ccccc4o3)on2)cc1
  PriA SSB inh = -7.0

COc1ccccc1CNC(=O)Cc1cc(=O)[nH]c(SCc2ccccc2)n1
  PriA SSB inh = 7.0

CCOC(=O)NC1CNC(=O)C1 (configuration not stated)
  PriA SSB inh = -5.0

C=CCN1C(=O)C(C)(C)COc2cc(NC(=O)c3cc(OCC)c(OCC)c(OCC)c3)ccc21
  PriA SSB inh = 1.0

Cn1c(=O)oc2ccc(S(=O)(=O)N3CCC[C@H](Oc4cccnn4)C3)cc21
  PriA SSB inh = -15.0

CC(C)(Oc1ccc(Cl)cc1)C(=O)NC[C@H](O)c1ccc2c(c1)CCO2
  PriA SSB inh = -10.0

Cc1ccc(-n2ncc3c(C)nn(CC(=O)Nc4cccc(F)c4)c(=O)c32)cc1C
  PriA SSB inh = 9.0

CCC(=NNC(=O)OC)c1ccc(OC(F)F)cc1
  PriA SSB inh = -16.4

NS(=O)(=O)c1ccc(CNC(=O)c2c3c(nn2[C@H]2CCS(=O)(=O)C2)CCC3)cc1
  PriA SSB inh = -12.0

O=C(Cn1cnc(-c2ccc(F)cc2)cc1=O)Nc1ccccc1-c1cn2ccsc2n1
  PriA SSB inh = -16.0

Cc1ccc2oc(C(=O)NCc3c(F)cccc3F)cc2n1
  PriA SSB inh = 3.0

O=C(c1cc(=O)[nH]c2ccccc12)N1CCC(Oc2cccnn2)C1 (configuration not stated)
  PriA SSB inh = 1.0

COc1cccc(CNC(=O)C(=O)NC[C@@H](c2ccco2)N2CCOCC2)c1
  PriA SSB inh = -16.0

COc1ccc(-c2cc3c(SCC(=O)Nc4cccc(Cl)c4)nccn3n2)cc1
  PriA SSB inh = 7.0

# Compounds from the list above that contain a thiophene ring, fused or not (13):
CC(C)C(=O)Nc1nnc(-c2cccs2)o1
  PriA SSB inh = -18.0

O=C([C@@H]1CCCN1S(=O)(=O)c1cccs1)N(CCn1cccn1)c1nc2ccccc2s1
  PriA SSB inh = 11.0

COC(=O)Cn1cnc2c(-c3cccc(Cl)c3)csc2c1=O
  PriA SSB inh = -3.0

Cc1ccc(NC(=O)C2(c3cccs3)CCOCC2)c(C)c1
  PriA SSB inh = -17.0

O=C(CSc1ccc(-c2cccs2)nn1)Nc1nccs1
  PriA SSB inh = -23.0&-4.0

Cc1ccc(C)c(S(=O)(=O)N2CC(c3nc(Cc4cccs4)no3)C2)c1
  PriA SSB inh = -28.0

Cn1c(=O)c2sccc2n2c(SCc3c(F)cccc3Cl)nnc12
  PriA SSB inh = -5.0

O=S(=O)(c1cccnc1)N1CCC(c2ccsc2)CC1
  PriA SSB inh = -1.0

O=C(Nc1sc2c(c1-c1nc3ccccc3s1)CCCC2)c1sc2ccccc2c1Cl
  PriA SSB inh = -11.0

CNC(=O)c1ccsc1NC(=O)CSC(C)=O
  PriA SSB inh = -6.0

O=C(NCc1cc(-c2ccc(Cl)cc2)on1)c1cccs1
  PriA SSB inh = 1.0

Cc1noc(C)c1CC(=O)NCCn1cnc2ccsc2c1=O
  PriA SSB inh = -1.0

Cc1noc(C)c1CC(=O)NCc1ccc(C(=O)c2ccco2)s1
  PriA SSB inh = -17.0

# Screening results (PubChem)
